LDHA inh – LDHA (human) enzyme inhibition; 480,000 tested, 0.15% active; activity change, % (values are at about 110 or 230 µM); P00338; purified LDHA, NADH/diaphorase-resazurin fluorescence; active compounds read low; in the data active means activity change below about -30%; inconclusive means mostly about -25% to -30%;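 further: plate controls were DMSO wells for no effect and wells without enzyme for full effect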
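Resorufin fluorescence (ex540/em590), read at 0 and 20 min after diaphorase/resazurin addition, reports the NADH left after a 5 min room-temperature reaction of 2 nM human LDH5 with 0.06 mM NADH and 0.2 mM pyruvate.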
ERG-DNA inh – blocks human ERG Ets domain binding to DNA. P11308. fluorescence polarization, His-ERG Ets domain / labelled DNA. Potency, µM (highest dose often 76.9 µM), without a hit: top-dose FP activity, negative = inhibition, hits mostly inhibitors. 370,000 tested, 0.028% active. AID 624246; active means well fitted inhibition curve with a large enough effect in the polarisation, with a control signal flat; inconclusive means small, poorly fitted or top-dose-only effect, or effect the other way, or a change in a side signal; inactive means no such curve, though single readings can be large or run the other way; the % refers to the polarisation;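 further: polarization taken with two DNA probes labelled with fluorescein and Texas red; potency means the concentration at half of the fitted maximal effect; % of control where 0% means no effect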
Target sequence (P11308 whole entry, looked up, the tested form may be a part): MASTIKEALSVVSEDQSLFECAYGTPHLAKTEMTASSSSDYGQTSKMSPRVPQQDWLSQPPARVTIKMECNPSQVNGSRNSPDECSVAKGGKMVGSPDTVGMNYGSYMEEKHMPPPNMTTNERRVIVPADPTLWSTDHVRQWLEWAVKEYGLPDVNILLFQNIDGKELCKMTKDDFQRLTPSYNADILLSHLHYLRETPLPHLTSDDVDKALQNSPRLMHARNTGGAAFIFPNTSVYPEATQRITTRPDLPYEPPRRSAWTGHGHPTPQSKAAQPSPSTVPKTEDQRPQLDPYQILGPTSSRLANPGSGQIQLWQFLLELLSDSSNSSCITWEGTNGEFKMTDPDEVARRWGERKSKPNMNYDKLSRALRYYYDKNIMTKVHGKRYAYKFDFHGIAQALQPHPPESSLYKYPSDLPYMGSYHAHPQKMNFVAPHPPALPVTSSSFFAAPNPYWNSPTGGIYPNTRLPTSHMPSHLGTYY
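His-tagged ERG Ets domain (1 uM in the protein solution; 300mM KCl, 50mM Tris-HCl, 1mM EDTA, 1mM DTT, pH 7.5) received compound, then a probe mix of 5 nM fluorescein-DNA and 100nM Texas-615-DNA. Fluorescence polarization was read for both dyes.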
D2 antag – antagonists of human D2 dopamine receptor. inhibition, % at 10 µM. HEK293 TREx D2 cells, calcium flux, dopamine EC80. AID 485344. 340,000 tested, 2% active. P14416; in the data active means inhibition above about 30%; further: 0% is about no effect
Target sequence (P14416 whole entry, looked up): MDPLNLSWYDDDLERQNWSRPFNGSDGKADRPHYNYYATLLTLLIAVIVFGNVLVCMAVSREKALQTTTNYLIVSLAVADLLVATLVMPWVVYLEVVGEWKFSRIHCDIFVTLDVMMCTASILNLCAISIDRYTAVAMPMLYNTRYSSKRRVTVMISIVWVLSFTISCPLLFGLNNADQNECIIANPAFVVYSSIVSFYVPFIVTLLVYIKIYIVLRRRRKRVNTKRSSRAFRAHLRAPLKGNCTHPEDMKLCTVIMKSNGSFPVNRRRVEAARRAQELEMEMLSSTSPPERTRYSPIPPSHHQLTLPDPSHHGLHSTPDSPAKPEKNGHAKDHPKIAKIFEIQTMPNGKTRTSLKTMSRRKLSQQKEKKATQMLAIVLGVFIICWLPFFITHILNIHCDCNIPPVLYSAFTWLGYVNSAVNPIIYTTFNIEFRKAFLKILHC
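Calcium mobilization kinetics were recorded at 1 s intervals in tetracycline-induced HEK293 T-REx D2 cells, first for 180 s after compound addition and then 180 s after EC80 dopamine.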
RGS4 inhibitor – blocks human RGS4-accelerated GTP hydrolysis | P49798 | Transcreener GDP fluorescence polarization, RGS4-accelerated GTP hydrolysis | Potency, µM (doses to about 114 µM), without a hit: at the top dose activity change, negative = inhibition, hits mostly inhibitors | 390,000 tested, 0.039% active | AID 504845; further: potency means the concentration at half of the fitted maximal effect; on the % scale 0 is the no-effect control and ±100 the full control effect; nearly all actives have a fitted effect of over 75% in size; some results filed as inactive show a strong effect at the top dose
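MLSMR compounds (23 nl, pin-transferred) preincubated 10 min at room temperature with a 500nM (2x) first reagent, then RGS4 at 900nM (2x) plus Transcreener GDP mix added; fluorescence polarization (620/688 nm) read before and after 90 min at 30 °C.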
Vif-APOBEC3F blk – Vif-A3F binding inhibition | HeLa A3F-eYFP + Vif (tagged APOBEC3F with the HIV-1 protein that degrades it), YFP fluorescence increase | Potency, µM (titrated, usually from 46.1 µM), for inactives: top-dose activity, negative = active | 390,000 tested, 0.2% active; further: potency means the concentration at half of the fitted maximal effect; % of control where 0% means no effect; nearly all actives have a fitted effect of over 65% in size
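HeLa cells stably expressing A3F-eYFP plus Vif, plated and incubated overnight at 37 deg C, then exposed to compounds overnight at 37 deg C. Blocked degradation read as raised yellow fluorescence (Ex 488/Em 500-530).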
12-LOX inh – blocks human arachidonate 12S-lipoxygenase. P18054. purified 12hLO, xylenol orange hydroperoxide absorbance. Potency, µM (top dose mostly 108 µM), for the others: top-dose activity change, negative = inhibition, most hits filed as inhibitors. 580,000 tested, 1.1% active; further: potency means the concentration at half of the fitted maximal effect; on the % scale 0 is the no-effect control and ±100 the full control effect
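Purified human 12hLO at 150 nM in 25 mM Hepes, 0.01% Triton X-100, pH 7.0, preincubated 15 min at room temperature with compound. Reaction started with 40 uM arachidonic acid, 30 min at room temperature. Hydroperoxide measured by Fe-xylenol orange, 573/405 nm absorbance ratio.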
Vif-APOBEC3G blk – blocks the Vif interaction with human APOBEC3G; AID 602310; HeLa A3G-eYFP + Vif (tagged APOBEC3G with the HIV-1 protein that degrades it), YFP fluorescence, overnight; Q9HC16; Potency, µM (highest dose often 46.1 µM), inactives show at the highest dose activity, negative = active, usual class: inhibitors; 410,000 tested, 0.076% active;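 further: potency means the concentration at half of the fitted maximal effect; on the % scale 0 is the no-effect control and ±100 the full control effect; nearly all actives have a fitted effect of over 60% in size; hits raise eYFP signal because A3G escapes Vif-driven loss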
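HeLa cells stably expressing Vif and C-terminally eYFP-tagged A3G, seeded overnight at 37 deg C, then exposed to compound by pintool overnight at 37 deg C. Rise in yellow fluorescence (Ex 488/Em 500-530, Acumen) marks blocked Vif-driven A3G degradation.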
Glioma ERSR ind – ER stress response induction in glioma; U87-MG GRP78 promoter luciferase reporter, 16 h; Potency, µM, for inactives: top-dose activation, actives largely listed as activators; 420,000 tested, 0.02% active; AID 602332; further: potency means the concentration at half of the fitted maximal effect; series mostly up to about 76 µM; % of control where 0% means no effect; nearly all actives have a fitted effect of over 35% in size
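Stably transfected U87-MG human glioma cells carrying a GRP78-based luminescent sensor were seeded at 1000 cells/well, pin-dosed with compounds and incubated 16 h. Luciferase reagent was then added, and end-point luminescence was read after 10 min at room temperature.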
D2 ag – activates the human D2 dopamine receptor | P14416 | HEK293 T-REx D2 cells, calcium flux agonist mode | activation, % at 2 µM | 340,000 tested, 0.53% active | AID 485358;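 active means activation over 3 SD above normal in the single-dose calcium agonist read, cut at about 30% in these data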; further: 0% is about no effect
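Agonism scored from kinetic calcium signal (1 read/sec, 180 s) following compound pin transfer, after a 10 s baseline. Cells: HEK293 Trex line expressing inducible D2 receptor coupled to calcium, dye-loaded after overnight culture at 30 C.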
* marks the source's active call; other numbers are inactive results; ? = inconclusive; nt = no result given; & = joins results of further samples; [ ] = another dose, or the depositor's remark. Unless noted, the call rests on the fitted dose curve; in most records, active means well fitted curve in the direction sought with a large enough effect; inconclusive means small, poorly fitted or top-dose-only effect, or another doubt; inactive means no such curve, though single readings can be large; an effect the other way counts as inactive or inconclusive. Some of the compounds tested; count on the stated rates, not on these rows.

SMILES	LDHA inh	ERG-DNA inh	D2 antag	RGS4 inhibitor	Vif-APOBEC3F blk	12-LOX inh	Vif-APOBEC3G blk	Glioma ERSR ind	D2 ag
COc1cccc(/C=N/NC(=O)c2ccncc2)c1OC(=O)c1ccc(Br)cc1	-1	4%	-12	1%	-18%	nt	-8%	-3%	0.7
CCOC(=O)c1ccc(-n2ccnc2)c(NC(=O)c2cccc(Br)c2)c1	-5	1%	0	-1%	0%	-12%	-1%	-4%	0.0
CCOc1ccc(N(CC(=O)Nc2ccccc2OC)S(C)(=O)=O)cc1	2	-9%	1	-11%	-4%	9%	?	-4%	0.3
C/C(=N\NC(=O)c1ccc(N(C)C)cc1)c1ccc(C)cc1C	-4	4%	-17	17%	-17%	-12%	-25%	3%	-0.4
Cc1cc(C)c(Nc2ncnc(N)n2)c(C)c1	-1	-1%	-2	-1%	7%	?	-2%	-1%	0.7
O=C(c1ccc(Br)o1)N1CCN(c2ccc3nnc(-c4ccccc4)n3n2)CC1	-7	-1%	-2	-32%	-10%	?	-15%	2%	-1.9
Cc1ccc(C(=O)OCCN(C)Cc2ccccc2)cc1	-3	6%	2	13%	-5%	-13%	2%	-1%	1.8
O=C(COC(=O)c1ccccc1)c1ccc(S(=O)(=O)N2CCCCC2)cc1	-6	0%	-3	3%	1%	-12%	?	-3%	0.0
COn1c(SCc2ccc(Cl)cc2)nc2ccccc2c1=O	0	7%	7	-41%	-2%	0%	-4%	1%	0.4
Cc1nc(N2CCOCC2)c2c(C(=O)N3CCN(c4cccc(C)c4C)CC3)c(C)oc2n1	21&3	1%	nt	-16%	8%	0%&-1%	9%	-3%	0.4
CCOC(=O)CNC(=O)CSc1nnc(C)c(=O)[nH]1	-5	-11%	3	-9%	-12%	12%	0%	-2%	8.0
Cc1cc(C)c(S(=O)(=O)NCc2ccc3c(c2)CCN3C(=O)c2ccccc2)c(C)c1	0	10%	nt	3%	-7%	-16%	-1%	-3%	-0.8
Cc1oc(-c2ccc(C(=O)NCc3ccc(F)cc3)cc2)nc1CS(=O)c1ccccc1 (centres undefined)	-2	-5%	nt	-5%	0%	7%	-1%	-3%	-0.1
Cc1oc(-c2ccc3c(c2)OCCO3)cc1C(=O)NCC(=O)O	-2	0%	6	-39%	-1%	-15%	0%	-13%	1.1
CCOC(=O)/C=c1/s/c(=C/c2ccccc2OC)c(=O)n1CC(=O)N1CCOCC1	-2	6%	nt	-25%	16%	-32%	-9%	-5%	nt
Cc1nn(C)c(C(=O)NNC(=S)Nc2ccc(Cl)cc2)c1[N+](=O)[O-]	-6	5%	-25	-10%	3%	-9%	-4%	-5%	0.2
CCOC(=O)c1c(-c2ccccc2)c(C(C)=O)c(=O)n(C)c1C	-6	9%	nt	6%	-6%	21%[57.4 µM]	2%	-3%	nt
CCC(=O)c1ccc(OCC(=O)N2CCc3cc(OC)c(OC)cc3C2)cc1	2	12%	-11	4%	-3%	?	-1%	-4%	0.9
CCOc1ccc(NC(=O)CC2C(=O)N(c3ccccc3)C(=O)N2CCc2cccs2)cc1 (centres undefined)	2&0	-2%&5%	0	17%&0%	2%&-2%	?	1%&1%	-4%&-3%	-0.2&0.1
O=C1Nc2ccccc2C12NCCc1c2[nH]c2ccccc12 (centres undefined)	-9	3%	12	16%	-3%	17%	2%	-4%	0.8
CC(=O)c1ccc(C(=O)NC2CCCN(Cc3ccc(Cl)cc3)C2)s1 (centres undefined)	-3	-8%	7	-40%	4%	?	-6%	-3%	0.9
Cc1cccc(-c2cc(C(=O)Nc3sc(C)c(C)c3C(N)=O)c3ccccc3n2)c1	-11	6%	nt	3%	-6%	0%	-9%	0%	nt
O=S(=O)(c1ccccc1)N1CCN(CC2CC3C=CC2C3)CC1 (centres undefined)	-11	3%	0	-6%	3%	?	-7%	-1%	-0.6
Cc1ccc(-c2nc(CS(=O)CC(=O)NC3CC3)c(C)o2)cc1 (centres undefined)	0	2%	2	-32%	-1%	-14%	0%	-4%	1.4
N#CCCN(C(=O)COC(=O)COc1ccc(Cl)cc1)c1ccccc1	-10	7%	-1	5%	6%	-14%	-1%	-4%	-0.1
C=C(C)Cn1c(CN(C)Cc2ccccc2)nc2c1c(=O)n(C)c(=O)n2C	-14	1%	-5	3%	0%	-5%	2%	-6%	-1.6
CN(C)c1ccc(C2OC(=O)C3(CCCC3)C(=O)C2(C)C)cc1 (centres undefined)	-1	5%	-3	12%	-1%	16%	2%	0%	-0.9
CC1CCCC(NS(=O)(=O)c2cccc3nsnc23)C1C (centres undefined)	-2	-3%	-12	24%	-12%	3%	-8%	-2%	-1.8
CCc1ccc(C2C(C(=O)O)c3ccccc3C(=O)N2C)cc1 (centres undefined)	5	nt	2	18%	3%	-29%	1%	1%	-0.1
COc1cccc(C=Nc2ccccc2C(=O)Nc2nccs2)c1OC	-7	-2%	2	0%	-10%	?	-7%	6%	0.6

In the list so far, three contain bromine:
SMILES	LDHA inh	ERG-DNA inh	D2 antag	RGS4 inhibitor	Vif-APOBEC3F blk	12-LOX inh	Vif-APOBEC3G blk	Glioma ERSR ind	D2 ag
COc1cccc(/C=N/NC(=O)c2ccncc2)c1OC(=O)c1ccc(Br)cc1	-1	4%	-12	1%	-18%	nt	-8%	-3%	0.7
CCOC(=O)c1ccc(-n2ccnc2)c(NC(=O)c2cccc(Br)c2)c1	-5	1%	0	-1%	0%	-12%	-1%	-4%	0.0
O=C(c1ccc(Br)o1)N1CCN(c2ccc3nnc(-c4ccccc4)n3n2)CC1	-7	-1%	-2	-32%	-10%	?	-15%	2%	-1.9

(continued)
SMILES	LDHA inh	ERG-DNA inh	D2 antag	RGS4 inhibitor	Vif-APOBEC3F blk	12-LOX inh	Vif-APOBEC3G blk	Glioma ERSR ind	D2 ag
CCc1ccc(N(C(=O)c2snc(C(N)=O)c2N)C(C(=O)NCC2CCCO2)c2cccs2)cc1 (centres undefined)	3	12%	-20	-18%	0%	-3%	13%	8%	0.0
CCOc1ccc(CCNC(=O)CCCc2nnc3n(CC(C)C)c(=O)c4sccc4n23)cc1	2	1%	nt	-14%	-2%	-17%	-1%	12%	-0.2
Cc1ccc(NC(=O)CSc2nc(=O)cc(N)n2-c2ccccc2)cc1	-4&4	-9%&2%	4	-14%&14%	2%&-6%	-13%&0%	2%&-8%	-2%&-1%	-0.5&-0.1
Cc1nn(CC(=O)NCc2cc3ccccc3[nH]2)c(C)c1[N+](=O)[O-]	-2	5%	nt	-5%	-15%	-22%	-2%	-5%	nt
O=C(NC1CCCCCC1)c1cccs1	-3	11%	nt	-22%	-5%	14%	4%	0%	nt
CCC(=O)c1ccc(OCC(=O)N2CCCC2)c(OC)c1	-1	-3%	-2	-1%	1%	-5%	2%	-3%	-0.3
COc1ccc(OC)c(NC(=O)C2CCN(Cc3cnn(-c4ccccc4)c3-n3cccc3)CC2)c1	-2	-2%	-10	12%	-6%	-10%	2%	-4%	-1.5
COc1ccc(CNC(=O)c2ccc(N3CCC4(CC3)CC(c3ccc(Cl)cc3)=NO4)c(NC(=O)c3ccccc3)c2)cc1	-1	-3%	nt	2%	4%	-20%	0%	-2%	nt
Cc1[nH]cc(Br)c(=O)c1Oc1ncc(C(F)(F)F)cc1Cl	-3	8%	2	-2%	0%	1%	1%	-5%	-0.1
O=c1ccn([C@@H]2O[C@H](CNS(=O)(=O)c3csc(-c4ccno4)c3)[C@@H](O)[C@H]2O)c(=O)[nH]1	-4	0%	nt	-9%	0%	2%	2%	1%	nt
CCCOc1cc(CC(=O)NCc2ccco2)ccc1OC	3	1%	11	-10%	-2%	0%	-4%	-5%	-0.7
Cc1ccc(C)c(Nc2ncnc3c2cnn3-c2ccc(F)cc2)c1	2	4%	nt	2%	-1%	4%	-12%	2%	0.2
O=C1CSC(=Nc2ccccc2Cl)N1	-5	4%	1	5%	-2%	-14%	-5%	2%	0.5
CCOC(=O)c1nnn(-c2nonc2N)c1CN(CC)c1ccccc1	-2	-4%	-8	26%	-9%	0%	4%	0%	-0.3
COC(=O)c1cc(C(=O)N2CCN(C(=O)c3ccco3)CC2)cc([N+](=O)[O-])c1	2	-11%	4	-4%	-5%	0%	1%	-3%	-0.1
CN(C)S(=O)(=O)c1ccc(-c2csc(N/N=C/c3ccc(O)cc3)n2)cc1	-6	-10%	-8	-23%	1%	?	-8%	-15%	-0.1
Cc1ccc(Cn2c(CNS(=O)(=O)c3ccc(Cl)s3)nc3cccnc32)cc1	7	0%	nt	-6%	?	-5%	2%	-2%	0.4
COc1ccc(NC(=O)c2ccccc2OCc2ccc(F)cc2)c(OC)c1	-3	-2%	16	2%	0%	-6%	-1%	-2%	0.5
CSCCC(NC(=O)COc1ccccc1)C(=O)N(C)Cc1cccc(F)c1 (centres undefined)	-1	-4%	-10	12%	1%	-9%	-13%	-3%	0.1
Cc1ccc(CSCCC(=O)NCCC2=CCCCC2)cc1	1	0%	8	-16%	-10%	-19%	0%	0%	0.1
CCCCn1c(=O)nc2n(-c3ccccc3C)c3ccccc3cc-2c1=O	2	-7%	-4	-4%	3%	?	-6%	-4%	-2.9
Cc1cc(C)c2nc(/N=C(\N)NC(=O)Nc3ccccc3)nc(C)c2c1	0	19%	-10	10%	-20%	?	-6%	-6%	-0.6
CCN(CC)CCCNc1nc2ccccc2c2nc(-c3ccncc3)nn12	9	-11%	-17	9%	1%	-5%	4%	-8%	-0.6

High-throughput results from PubChem.
